High-throughput results from PubChem BioAssay.
SUMO Mot1 rescue: inhibitors of SUMOylation pathway: yeast Mot1-301 growth rescue. 320,000 tested, 1% active. growth rescue, % at 18.8 µM. S. cerevisiae Mot1-301 growth rescue, ATP luminescence, 38.5C; percent above DMSO median, 100 means doubled. AID 2716;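 active = every valid replicate shows activation above 250% relative to neutral control wells; inactive = the rest, any valid replicate at or below 250%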;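 also: OY570 slx delta 5 strain wells were the positive control but not used for scaling; some compounds called inactive have numbers as strong as hits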
Cardiac RTF inh: cardiac RTF calcium desensitization; IANBD-labeled cardiac RTF, Ca2+ fluorescence; inhibition, % at 7.15 µM; 340,000 tested, 0.12% active; P19429+P45379;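 active = inhibition above the mean inhibition of all tested compounds plus 3 SD, cut at about 17% in these data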;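 also: assay run at fixed EC70 calcium of 1.6 mM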
Keap1-Nrf2 PPI: disrupts human Keap1 binding to Nrf2 peptide; Q14145; Keap1 Kelch-Nrf2 peptide fluorescence polarization, 1536-well; inhibition, % at 9.4 µM; 340,000 tested, 0.15% active; in the data active = inhibition above about 12%; inconclusive = no clear call, values can overlap the other calls; inactive = below about 7.3%;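 also: human Keap1 Kelch domain with fluorescein labeled Nrf2 9mer peptide probe; 0% = neutral control wells and 100% = peptide positive control; higher means more block of Keap1 binding to Nrf2 peptide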
PvdQ acylase: P. aeruginosa PvdQ acylase inhibition. purified PvdQ acylase, fluorescence plate reader. inhibition, % at 10 µM. 340,000 tested, 0.063% active; in the data active = inhibition above about 30%, passing the limit was not always enough; inconclusive = no clear call, values can overlap the other calls;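 also: 0% = vehicle neutral wells and 100% = reference inhibitor wells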
PfHsp90 yeast 2: inhibits growth of yeast expressing Plasmodium falciparum Hsp90 | inhibition, % at 9.4 µM | S. cerevisiae expressing PfHsp90, BacTiter-Glo ATP, 48 h; yeast lacking PDR1 and PDR3 efflux regulators | 310,000 tested, 0.32% active | AID 504621;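 active = every replicate shows inhibition above about 80%, whatever the replicate mean, limit read from the data; inconclusive = mean inhibition reaches the set limit but some replicate falls short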;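 also: 0% = DMSO neutral controls and 100% = 20 µM radicicol positive controls; yeast relying on Plasmodium falciparum Hsp90 in place of its own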
dFosB act: activators of mouse delta FosB homodimer. activation, % at 25 µM. AID 493131. 340,000 tested, 0.99% active. purified delta FosB, TAMRA-CDK5 oligo fluorescence polarization; percent of positive-control signal above neutral wells;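 active = mean activation above about 17%, with every replicate also reaching it, limit read from the data, passing the limit was not always enough; inconclusive = only one of the two conditions met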;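 also: fluorescence polarization rise as delta FosB binds a TAMRA Cdk5 AP-1 oligo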
Target sequence (P13346 whole entry, looked up): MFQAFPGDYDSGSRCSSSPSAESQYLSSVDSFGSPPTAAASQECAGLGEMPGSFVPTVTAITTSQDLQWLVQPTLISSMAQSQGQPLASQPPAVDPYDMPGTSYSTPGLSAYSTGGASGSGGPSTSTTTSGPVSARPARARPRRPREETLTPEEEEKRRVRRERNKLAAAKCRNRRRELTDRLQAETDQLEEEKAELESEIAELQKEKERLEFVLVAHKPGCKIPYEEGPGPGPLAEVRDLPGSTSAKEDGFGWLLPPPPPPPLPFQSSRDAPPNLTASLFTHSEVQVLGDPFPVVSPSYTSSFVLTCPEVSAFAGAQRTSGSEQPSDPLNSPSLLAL
RTF Ca sens act: cardiac RTF calcium sensitization; IANBD-labeled TnC RTF fluorescence at EC20 calcium; 0% EC20 calcium, 100% full calcium; activation, % at 7.2 µM; 340,000 tested, 0.24% active; P19429+P45379; AID 493008;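 active = activation above the mean over all tested compounds plus 3 SD, cut at about 30% in these data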;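 also: rise in fluorescence read as greater calcium sensitivity of cardiac thin filaments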
C-LANA FP: blocks KSHV LANA C-terminal domain binding to DNA; MBP-C-LANA/FAM-LBS DNA binding, fluorescence polarization; inhibition, % at 9 µM; 340,000 tested, 0.078% active;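 active = highest replicate inhibition at or above 60% at 9 µM, even if other replicates fall short; inactive = all replicates below 60% inhibition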;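 also: 0% = neutral control wells and 100% = 4 µM acridine orange control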
NSD2 inh: inhibitors of human histone methyltransferase NSD2. O96028. NSD2 peptide methylation, AlphaScreen, 120 min. inhibition, % at 12.5 µM. 310,000 tested, 0.54% active. AID 743445; in the data active = inhibition above about 50%
Rtt109 HAT inh: C. albicans Rtt109 histone acetyltransferase inhibition. Q5AAJ8. purified Rtt109/Vps75, ThioGlo CoA-SH fluorescence, 4 h. inhibition, % at 34.9 µM. 330,000 tested, 0.16% active. AID 540336;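 active = inhibition of at least 50% in every replicate; inconclusive = best replicate reaches 50% inhibition but some replicates fall short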
CDK5 p35 inh: CDK5/p35 (human) kinase inhibition; AID 488839; 330,000 tested, 0.01% active; Recombinant CDK5/p35, ADP-Glo luminescence, 60 min; inhibition, % at 10 µM;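 active = highest replicate inhibition of at least 50% and at least 75% of replicates reaching 50%; inconclusive = only one of the two criteria met; inactive = both criteria failed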;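 also: plate controls were DMSO neutral control for no effect and GW8510 at 10 µM for full effect; many of its hits are not listed in these tables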
Target sequence (Q00535 whole entry, looked up): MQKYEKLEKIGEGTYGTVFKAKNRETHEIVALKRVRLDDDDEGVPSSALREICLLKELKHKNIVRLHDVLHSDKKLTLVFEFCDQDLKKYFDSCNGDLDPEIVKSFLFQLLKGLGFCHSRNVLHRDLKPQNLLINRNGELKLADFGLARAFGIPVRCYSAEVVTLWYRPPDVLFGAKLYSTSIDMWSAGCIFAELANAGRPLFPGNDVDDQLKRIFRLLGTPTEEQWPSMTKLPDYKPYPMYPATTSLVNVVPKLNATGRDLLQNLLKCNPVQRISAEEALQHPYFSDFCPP
Target sequence (Q15078 whole entry, looked up): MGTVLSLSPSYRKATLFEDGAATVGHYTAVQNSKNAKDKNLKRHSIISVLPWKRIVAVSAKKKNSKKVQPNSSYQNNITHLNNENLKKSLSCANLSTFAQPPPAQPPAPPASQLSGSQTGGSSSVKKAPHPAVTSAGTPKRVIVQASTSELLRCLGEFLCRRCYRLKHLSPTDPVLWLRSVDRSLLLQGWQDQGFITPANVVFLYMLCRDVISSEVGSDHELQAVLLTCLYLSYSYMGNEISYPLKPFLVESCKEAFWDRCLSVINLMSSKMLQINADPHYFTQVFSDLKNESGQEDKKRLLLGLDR
An asterisk follows results filed as active; ? = inconclusive; · = no result given.

item	smiles	SUMO Mot1 rescue	Cardiac RTF inh	Keap1-Nrf2 PPI	PvdQ acylase	PfHsp90 yeast 2	dFosB act
1	COc1ccc(/C=C/C(=O)N(C)CC(=O)Nc2cccc(F)c2)cc1S(=O)(=O)N1CCCCC1	·	-1	-5	4	·	-17
2	O=C(CSC(=S)N1CCCCC1)Nc1nc(-c2ccccc2)c(-c2ccccc2)o1	35	-7	-1	-8	·	-13
3	Cc1ccc(C)c(OCCC(=O)OCC(=O)Nc2ccc(N3CCOCC3)cc2)c1	-12	-6	-1	-4	-9	-6
4	Cc1noc(/C=C/N(C)C)c1S(=O)(=O)N1CCCC(C(=O)NCc2ccccc2Cl)C1 (configuration not stated)	-14	-7	-8	-11	-14	-6
5	O=C(COc1ccc(Br)cc1F)NC1CC1	0	-2	-3	-12	·	-4
6	O=C(O)CCCC(=O)N1CCc2cc(S(=O)(=O)N3CCc4ccccc43)ccc21	-3	-6	-3	-17	-25	-5
7	Cc1cc(N2CCCc3ccccc32)n2ncnc2n1	9	-5	3	-8	-31	8
8	NC1=NC(=O)/C(=C/c2ccsc2)S1	-13	10	3	-2	2	-8

item	RTF Ca sens act	C-LANA FP	NSD2 inh	Rtt109 HAT inh	CDK5 p35 inh
1	-6	1.2	4	20	-1.2
2	-1	-0.5	0	7	-0.1
3	-2	-0.1	-2	5	-2.1
4	-3	0.2	2	2	1.3
5	-5	-0.7	-1	0	1.2
6	3	-0.7	·	-10	-0.3
7	-4	-0.1	·	4	-0.2
8	1	0.8	0	9	3.9

The list continues.
item	smiles	SUMO Mot1 rescue	Cardiac RTF inh	Keap1-Nrf2 PPI	PvdQ acylase	PfHsp90 yeast 2	dFosB act
9	CC(CC(=O)NC1CCCCC1)S(=O)(=O)c1ccc2c(c1)NC(=O)CO2 (configuration not stated)	15	-5	-2	-8	13	4
10	CC1(C)CC(=O)C=C(Nc2ccc(Cl)c(Br)c2)C1	10	-4	-4	-5	-12	-2
11	Oc1ccc(Cl)cc1CNCc1ccc(F)c(F)c1	23	-4	-1	26	-28	-3
12	O=C(CC(=O)c1ccccc1O)c1cccc(F)c1	3	1	-1	8	-98	-4
13	O=C1CCc2ccccc2N1Cc1ccccc1	4	-7	-7	-19	-18	-3
14	O=C(COC(=O)CSc1ccccc1)Nc1ccc(F)cc1F	20	-1	-2	-3	6	-2
15	Cc1ccc(C)c(S(=O)(=O)c2c(C)cc(C)[nH]c2=O)c1	-1	2	0	-8	-3	2
16	COC(=O)c1ccc(C2C(C(=O)Nc3ccccc3C)=C(C)Nc3ncnn32)cc1 (configuration not stated)	-18	-2	0	-1	5	-1

item	RTF Ca sens act	C-LANA FP	NSD2 inh	Rtt109 HAT inh	CDK5 p35 inh
9	1	-0.2	-2	15	-0.2
10	-1	2.7	-2	-5	0.6
11	-8	0.8	·	-2	0.9
12	-3	-0.2	1	-6	-0.2
13	0	-1.1	-1	-1	0.2
14	-7	0.0	-1	-4	1.4
15	-2	0.1	-1	0	0.6
16	0	-0.5	-4	28	0.2

More compounds follow.
item	smiles	SUMO Mot1 rescue	Cardiac RTF inh	Keap1-Nrf2 PPI	PvdQ acylase	PfHsp90 yeast 2	dFosB act
17	CCOC(=O)C(=O)Nc1nnc(Cc2ccc(OC)c(OC)c2)s1	-13	3	-4	-14	-23	4
18	Cc1c(NC(=O)COC(=O)c2ccc(S(=O)(=O)N3CCOCC3)cc2)c(=O)n(-c2ccccc2)n1C	-11	-8	2	-9	-4	-5
19	C=CCOc1ccc(/C=C2/C(=O)ON=C2C)cc1OCC	-13	-9	-4	-11	-12	-4
20	COc1cc(/C=C2\Oc3ccc(C#Cc4ccc(O)cc4)cc3C2=O)cc(OC)c1	5	-3	-5	2	5	0
21	COc1ccc(NC(=O)CC(C)C)c(OC)c1	789*	-2	-4	-11	-8	3
22	COc1ccccc1NS(=O)(=O)c1ccc2oc(SC3CCOC3=O)nc2c1 (configuration not stated)	-1	-2	-3	-9	-18	-7
23	COc1ccccc1OCC(=O)NCC1CCCN(C(=O)c2ccccc2C(C)=O)C1 (configuration not stated)	-11	-1	-1	-11	18	-9
24	COc1ccc(/C=C/CN2CCN(CCc3ccccc3)C(CCO)C2)cc1 (configuration not stated)	0	-15	-1	-18	-2	-8

item	RTF Ca sens act	C-LANA FP	NSD2 inh	Rtt109 HAT inh	CDK5 p35 inh
17	1	-0.8	-2	-11	-0.7
18	-1	1.8	25	2	0.6
19	1	0.9	1	2	0.5
20	-3	1.1	·	8	-2.3
21	-3	-0.7	1	-2	-0.8
22	4	-1.0	·	-6	2.7
23	5	0.1	1	-5	-3.5
24	3	1.0	·	1	0.5

(continued)
item	smiles	SUMO Mot1 rescue	Cardiac RTF inh	Keap1-Nrf2 PPI	PvdQ acylase	PfHsp90 yeast 2	dFosB act
25	COc1cc(C(=O)N(C)CC(=O)Nc2cccc(F)c2)ccc1OCc1ccccc1	-5	6	1	-10	9	2
26	Cc1cc(/C(N)=N/OC(=O)c2ccc(Cl)cc2)no1	1	·	-1	26	2	-4
27	O=C(CSc1nnc(-c2cccnc2)n1C1CCCCC1)NC1CCCC1	-1	-3	-1	0	-1	9
28	COCCn1nnnc1C(c1cc2cc(C)ccc2[nH]c1=O)N1CCN(C2CCCCC2)CC1 (configuration not stated)	·	1	-5	-7	-12	-5
29	CC(C)c1ccc(NC(=O)Nc2cnccn2)cc1	295	-3	0	0	12	2
30	N#Cc1cc(-c2ccccc2)nnc1Sc1ccc(F)cc1	-15	-4	-6	3	·	-1
31	CN(CC(=O)Nc1ccc(F)c(F)c1F)C(=O)C1CCCCC1	4	-7	0	-3	7	-9
32	Cc1cccc(CSc2nnc(Cn3c(=O)sc4ccccc43)n2C)c1	39	-10	-1	6	11	-4

item	RTF Ca sens act	C-LANA FP	NSD2 inh	Rtt109 HAT inh	CDK5 p35 inh
25	-9	-0.7	-1	4	-0.6
26	·	0.1	-1	-4	0.6
27	1	0.7	1	-27	-0.6
28	1	-1.8	2	3	1.5
29	-2	-0.1	0	-5	1.6
30	-3	-0.5	-2	-18	1.4
31	3	0.3	-2	0	-1.1
32	-4	2.7	·	4	-0.5

The results go on:
item	smiles	SUMO Mot1 rescue	Cardiac RTF inh	Keap1-Nrf2 PPI	PvdQ acylase	PfHsp90 yeast 2	dFosB act
33	CCOc1ccc2nc(NC(=O)CCC(=O)c3cccs3)sc2c1	6	-27	-1	-18	-11	-6
34	Cc1cc(NC(=O)CSCCO)no1	15	-14	0	-15	·	3
35	Cc1cccc(N2CCN(C(=O)COc3cccc4c3OC(C)(C)C4)CC2)c1C	-11	-4	-2	-15	-4	-9
36	CCOC(=O)c1ccc(-c2ccc(CO)o2)cc1	39	-8	0	?	·	-5
37	CCn1cc(C(=O)N2CCc3ccccc32)c(=O)c2cc(S(=O)(=O)N3CCOCC3)ccc21	-9	-2	-3	-1	-7	4
38	O=C(Nc1nnc(SCc2ccc(F)cc2)s1)c1ccccn1	·	-4	-3	-19	101*	-4
39	Cc1cccc(NC(=O)c2nc[nH]c2C(=O)NCc2ccccc2)c1	7	2	-2	10	·	-8
40	CC(=O)c1sc(NC(=O)c2c(F)cccc2F)nc1-c1ccccc1	-5	-16	3	-14	-24	-8

item	RTF Ca sens act	C-LANA FP	NSD2 inh	Rtt109 HAT inh	CDK5 p35 inh
33	12	-0.2	-1	-5	-1.0
34	9	0.8	2	-7	-0.2
35	-2	-0.4	2	6	-0.3
36	3	-1.6	-2	2	2.2
37	1	0.2	0	0	-0.2
38	3	-1.2	65*	-1	0.3
39	-8	0.0	·	-12	-0.3
40	-2	-0.8	-1	·	0.2

Next entries follow:
item	smiles	SUMO Mot1 rescue	Cardiac RTF inh	Keap1-Nrf2 PPI	PvdQ acylase	PfHsp90 yeast 2	dFosB act
41	O=C(NC1CCCC1)C1CCN(C(=O)c2ccc(Cl)cc2)CC1	-1	-1	-5	-18	22	-4
42	Cc1ccc(-c2c(C(=O)N/N=C/c3ccc(OC(C)C)cc3)nnn2-c2nonc2N)cc1	7	-5	-4	3	8	1
43	COC(=O)Cn1c(=O)c2c(nc3n2CCCN3CCc2ccc(OC)c(OC)c2)n(C)c1=O	0	-10	1	14	11	-5
44	S=C(NCCN1CCOCC1)Nc1ccc(Br)cc1	9	-6	2	2	-17	7
45	c1ccc2c(c1)ccn2CCCN1CCCCC1	·	-12	4	-5	8	7
46	Cc1ccc(S(=O)(=O)n2nc(-c3ccco3)nc2SCc2ccccc2)cc1	134	-7	-6	-12	-36	-4

item	RTF Ca sens act	C-LANA FP	NSD2 inh	Rtt109 HAT inh	CDK5 p35 inh
41	-7	1.5	0	6	-0.4
42	-4	-1.4	-1	2	-1.8
43	15	0.1	-1	15	1.5
44	-2	0.6	-3	-1	-1.1
45	0	-0.5	0	-15	1.7
46	4	0.7	-1	-11	-1.4

Pulled one by one from above, 2 records:
item	smiles	SUMO Mot1 rescue	Cardiac RTF inh	Keap1-Nrf2 PPI	PvdQ acylase	PfHsp90 yeast 2	dFosB act
41	O=C(NC1CCCC1)C1CCN(C(=O)c2ccc(Cl)cc2)CC1	-1	-1	-5	-18	22	-4
44	S=C(NCCN1CCOCC1)Nc1ccc(Br)cc1	9	-6	2	2	-17	7

item	RTF Ca sens act	C-LANA FP	NSD2 inh	Rtt109 HAT inh	CDK5 p35 inh
41	-7	1.5	0	6	-0.4
44	-2	0.6	-3	-1	-1.1

Filtered by structure: the entries above with a furan ring, fused or not
item	smiles	SUMO Mot1 rescue	Cardiac RTF inh	Keap1-Nrf2 PPI	PvdQ acylase	PfHsp90 yeast 2	dFosB act
36	CCOC(=O)c1ccc(-c2ccc(CO)o2)cc1	39	-8	0	?	·	-5
46	Cc1ccc(S(=O)(=O)n2nc(-c3ccco3)nc2SCc2ccccc2)cc1	134	-7	-6	-12	-36	-4

item	RTF Ca sens act	C-LANA FP	NSD2 inh	Rtt109 HAT inh	CDK5 p35 inh
36	3	-1.6	-2	2	2.2
46	4	0.7	-1	-11	-1.4

The order is random. Share with any hit: about 3.2%.
